DENV2 CPE: inhibitors of DENV2 cytopathic effect. DENV2-infected cells, cytopathic effect rescue, plate reader. 350,000 compounds, 1.7% hits. CPE inhibition, % at 9.99 µM. AID 651640; in the data active = CPE inhibition above about 20%, passing the limit was not always enough; inconclusive = no clear call, values can overlap the other calls; tested in BHK-21 cells;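 also: 0% = median of neutral control wells and 100% = median of positive control wells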
INS-1E GSIS act: GLuc luminescence reporter in INS-1E cells, primary screen for activators of glucose-dependent secretion of insulin; INS-1E GLuc reporter insulin secretion, 2-3 h; activation, % at 16.6 µM; 370,000 compounds, 0.61% hits; AID 743287;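 active = lowest replicate activation of at least 40%, so every replicate reaches that level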;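 also: 0% = median of neutral control wells and 100% = median of IBMX positive control wells; some compounds called inactive have numbers as strong as hits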
E-selectin induc: E-selectin induction on HUVECs | P16581 | HUVEC E-selectin immunofluorescence imaging; normalized: neutral wells 0, TNF-alpha wells 100 | activation, % at 7.58 µM | 260,000 compounds, 0.37% hits | AID 686992;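 active = mean E-selectin-positive cell signal at least 10% of the positive control, reached in at least 60% of replicates, without over 20% cell loss; inconclusive = no rule given, readout overlaps actives, possibly toxicity-flagged; inactive = the rest, including those meeting only one limit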;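 also: in these data hits start at about 27%; measured in HUVEC primary endothelial cells; signal is the percent of cells scored E-selectin positive by PE staining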
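System: HUVEC, human umbilical vein endothelial cells; quantity: 3,000 cells/well; buffer or medium: EGM-2 medium, gelatin-coated wells; dosing: single-point compound dose; detection: immunofluorescence imaging; evaluation: % PE-positive cells; benchmarks: TNF-alpha, DMSO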
F508del corr: CFTR F508del correction in bronchial cells; CFBE cells, YFP halide quenching; stimulated with forskolin plus potentiator P3; % fluorescence drop versus neutral controls; activity (quench increase), % at 7.58 µM; 350,000 compounds, 0.36% hits; AID 720511;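 active = mean added fluorescence quench of at least 8% versus neutral control, with both replicates also reaching 8%; inconclusive = only one of the mean or replicate conditions met; inactive = mean below 8% and not both replicates reaching 8%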;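 also: cells transiently co-express mutant CFTR-F508del with the halide-sensitive YFP; corrector assay measuring rescue of mutant channel to the surface after 24 h compound exposure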
XiGFP reactiv: activators of X-chromosome reactivation in mouse fibroblasts; XiGFP mouse fibroblasts, % GFP-positive cells imaging, 3 d; cells co-treated with 5-aza-dC sensitizer; scaled so ellipticine positive control = 100%; activation, % at 7.58 µM; 360,000 compounds, 0.055% hits;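 active = mean normalized replicate activation at least 10% and every replicate at or above 10%; inconclusive = only one of the two criteria met; inactive = mean below 10% and not all replicates reach 10%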;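 also: 0% = median of on-plate neutral control wells and 100% = ellipticine 6 µM median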
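Schedule: 3 d treatment, 15 min room-temperature fixation; system: 68-5-11 XiGFP fibroblast line; buffer or medium: DMEM plus 5-aza-dC sensitizer; control set: ellipticine 6 µM positive control; compound: one concentration, pinned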
CASP6 VEID inh: blocks human caspase-6 cleavage activity. P55212. purified caspase-6, Z-VEID-R110 cleavage fluorescence. inhibition, % at 12.5 µM. 350,000 compounds, 0.53% hits;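 active = mean inhibition across replicates at least about 35%, with every replicate also reaching that limit, limit read from the data; inconclusive = only one of the two criteria met; inactive = neither criterion met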;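 also: 0% = median of neutral control wells and 100% = no fluorescence left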
Target sequence (P55212 24-179 limits assumed): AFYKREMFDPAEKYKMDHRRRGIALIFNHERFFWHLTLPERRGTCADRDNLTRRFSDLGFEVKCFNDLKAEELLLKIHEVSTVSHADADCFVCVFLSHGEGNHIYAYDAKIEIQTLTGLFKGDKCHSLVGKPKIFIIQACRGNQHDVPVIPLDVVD
Target sequence (P55212 194-293 limits assumed): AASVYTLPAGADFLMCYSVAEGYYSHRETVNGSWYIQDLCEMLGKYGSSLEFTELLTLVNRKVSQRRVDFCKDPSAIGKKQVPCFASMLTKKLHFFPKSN
RAD54 branch: RAD54 (human) branch migration inhibition; RAD54 Holliday junction branch migration, FAM/BHQ fluorescence; AID 602329; Q92698; inhibition, % at 10.4 µM; 360,000 compounds, 0.14% hits;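 active = mean normalized replicate activity at least 40 and at least half of replicates scoring 40 or more; inconclusive = only one of the two criteria met; inactive = mean below 40 and under half of replicates reaching 40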;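 also: 0% = median of neutral control wells and 100% = median of positive control wells; inhibitors cause a drop in the FAM fluorescence signal; in these data hits start at about 50%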
RAD52 inh: inhibitors of human RAD52 DNA annealing; 360,000 compounds, 0.46% hits; inhibition, % at 18.7 µM; recombinant RAD52 DNA annealing, FRET fluorescence;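 active = every replicate showing at least 50% inhibition; inconclusive = mean inhibition at least 50% but not in every replicate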
Target sequence (P43351 whole entry, looked up): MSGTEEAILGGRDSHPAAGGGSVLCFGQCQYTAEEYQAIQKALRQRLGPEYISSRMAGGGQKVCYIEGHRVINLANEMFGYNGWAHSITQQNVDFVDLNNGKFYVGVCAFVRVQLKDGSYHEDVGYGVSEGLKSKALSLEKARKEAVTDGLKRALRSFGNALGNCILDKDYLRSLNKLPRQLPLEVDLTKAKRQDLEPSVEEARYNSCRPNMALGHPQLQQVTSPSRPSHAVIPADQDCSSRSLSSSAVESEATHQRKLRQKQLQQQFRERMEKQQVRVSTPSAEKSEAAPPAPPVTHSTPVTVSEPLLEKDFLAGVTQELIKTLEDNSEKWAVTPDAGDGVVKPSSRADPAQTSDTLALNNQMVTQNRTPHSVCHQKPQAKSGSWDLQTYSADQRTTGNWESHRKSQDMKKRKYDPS
* hit, by the source's call; ? = inconclusive; · = no result given; & = joins results of further samples; ! = not active in a repeat. No enrichment for hits; any-hit rate near 3.7%.

SMILES	DENV2 CPE	INS-1E GSIS act	E-selectin induc	F508del corr	XiGFP reactiv	CASP6 VEID inh	RAD54 branch	RAD52 inh
CC(C)N1CC(C(=O)Nc2ccc(S(=O)(=O)N3CCCCC3)cc2)CC1=O (centres undefined)	6	-7	·	-0.4	0.2	-4	11	-14
CC(=O)NNc1nc(-c2ccccc2)cs1	-4	12	·	-1.3	0.0	4	·	-12
CCC(=O)N1CC(=O)N2[C@H](C1)[C@@H](c1ccc(C#Cc3cccnc3)cc1)[C@@H]2CO	18	9	0.1	-2.3	0.0	-1	·	-6
C/C(=N/NC(=O)c1sc(NS(=O)(=O)c2ccccc2)nc1C)c1ccc(F)cc1	3	11	1.3	·	-0.1	7	-5	-5
O=C(CN1C(=O)NC2(CCCC2)C1=O)Nc1cccc(Cl)c1	4	-10	·	0.9	0.2	0	-4	-5
COCC(=O)N1[C@H](C#N)[C@@H](c2ccccc2-c2cccc(C)c2)[C@@H]1CO	0	8	0.2	-1.1	0.0	-1	·	-9
C[C@H](CO)N1C[C@H](C)[C@@H](CN(C)C)OCCCC[C@H](C)Oc2ccc(NC(=O)CCC(F)(F)F)cc2C1=O	·	4	0.0	-5.5	0.4	·	-3	-18
CNC[C@H]1Oc2cc(C#CCC3CCCC3)ccc2S(=O)(=O)N([C@@H](C)CO)C[C@@H]1C	5	-3	0.0	-3.8	0.4	-7	-3	-68
CC1(C(=O)NC2CCN(Cc3ccccc3)CC2)CCN1Cc1ccc(OC(F)(F)F)cc1 (centres undefined)	-6	·	-0.1	-5.5	0.1	15	-12	-12
COc1ccc(Cl)cc1NC(=O)CN(C)C(=O)C1CC(=O)N(Cc2ccc(C)cc2)C1 (centres undefined)	-6	-9	18	-6.0	0.1	-140	·	-1
O=C(Nc1ccc(C(=O)N2CCCCC2)cc1)c1ccccc1	6	7	-0.1	1.6	0.1	2	-1	-7
Cc1ccc(S(=O)(=O)N2C[C@H]3[C@H]4C(=O)N(c5ccccc5)C(=O)[C@H]4C[C@H](OC(=O)NCc4ccccc4F)[C@@]3(O)C2)cc1	-3	-9	0.3	3.8	0.0	-2	-2	-11
CC(C)c1ccc(/C=N/NC(=O)c2ccccc2Cl)cc1	-3	-4	·	2.9	0.0	4	·	-8
C[C@H](CO)N1C[C@H](C)[C@H](CN(C)C(=O)Nc2ccc3c(c2)OCO3)OCCCC[C@H](C)Oc2ccc(N(C)C)cc2C1=O	·	-4	0.3	-2.8	0.2	·	·	·
CC1Cc2nc(SCC(=O)c3ccccc3)n(Cc3ccccc3)c(=O)c2S1 (centres undefined)	2	·	·	-2.1	0.1	-3	1	-2
COc1cc(C2CC(c3cccnc3)=NN2c2ccc(F)cc2)cc(OC)c1OC (centres undefined)	4	-8	0.2	-0.2	0.0	4	·	-40
CCOc1ncccc1C(=O)Nc1ccccc1F	0	77*	1.7	-1.1	-0.1	4	-1	-9
CCCCN(C(=O)Cc1ccc2c(c1)OCCO2)c1c(N)n(CC(C)C)c(=O)[nH]c1=O	5	3	·	-2.0	0.0	-4	6	5
CC(=O)Oc1ccccc1C(=O)Nc1ccccc1	3	-26	0.1	-1.7	0.1	-1	2	-5
Cc1nn(CC(=O)OCC(=O)Nc2cccc(S(N)(=O)=O)c2)c(C)c1[N+](=O)[O-]	7	-2	0.0	-0.5	0.0	1	1	-6
CC1CCN(C(=O)C2CCCCN2S(=O)(=O)c2cccc([N+](=O)[O-])c2)CC1 (centres undefined)	-3	-2	·	-2.3	0.0	-3	·	1
CCc1cc(-c2nc(N)ncc2-c2ccc(Br)cc2)c(O)cc1OC	6	-7	0.1	-2.9	9.2	1	10	-16
NS(=O)(=O)c1ccc(NC(=O)COC(=O)COc2ccc(Br)cc2)cc1	1	-2	-0.1	5.3	0.0	1	-2	-7
CCSc1nnc(-c2ccc(C)cc2)c2ccccc12	4	-2	1.1	2.9	0.0	-1	-4	-12
CCOc1ccccc1/C=C/c1onc(C)c1S(=O)(=O)N1CCC(C(=O)N2CCCCCC2)CC1	4	13	·	3.9	0.1	0	4	-5
COc1ccc(OCC(=O)Nc2cc(S(=O)(=O)N3CCCC3)ccc2Cl)cc1	7	20	0.6	-1.5	-0.1	1	1	-6
C/C=C/c1ccc([C@H]2[C@H](CO)N(C(C)=O)C23CN(S(C)(=O)=O)C3)cc1	17	14	0.1	0.9	0.0	3	·	-14
O=C(NC1CCCN(Cc2ccc(Cl)cc2)C1)c1c(F)cccc1F (centres undefined)	9	4	0.2	-2.4	-0.1	1	-8	-27
CCN(CC)S(=O)(=O)c1cccc(C(=O)Nc2nnc(C)s2)c1	-10	-11	-0.9	-4.6	0.0	-2	·	-2
C[C@H]1CN([C@@H](C)CO)S(=O)(=O)c2ccc(Br)cc2O[C@@H]1CN(C)Cc1ccncc1	5	-6	0.4	4.1	0.1	-2	9	-20
CC(=O)CCC(=O)NC1CCCc2c1cnn2-c1ccc(C(C)(C)C)cc1 (centres undefined)	-2	·	·	·	-0.1	-4	6	-10
Cn1c(=O)cc(OCCCC(=O)Nc2cccc(Cl)c2)c2ccccc21	?	-8	0.0	0.1	0.0	1	-2	-6
C[C@H]1CN([C@@H](C)CO)C(=O)c2cc(C3=CCCC3)cnc2O[C@H]1CN(C)C(=O)c1ccc2c(c1)OCO2	9	2	0.0	-2.8	-0.1	2	2	-11
CCCCn1c(=O)c2c(nc3n2CCCN3Cc2ccccc2)n(C)c1=O	6	5	0.2	1.1	0.0	3	·	-12
COC(=O)CCCCCCCCC(O)C[N+]1(C)CCOCC1 (centres undefined)	2	18	·	-0.6	0.0	-2	-11	-13
COC(=O)/C=C/C(=O)N1CCN(c2ccccc2C)CC1	-6	-27	1.1	-0.6	0.0	-4	-2	-12
CO[C@H]1CN(C)C(=O)c2cc(NC(=O)C3CCCCC3)ccc2OC[C@@H](C)N(Cc2cccnc2)C[C@H]1C	-7	24	-0.1	-0.5	0.5	·	5	11
CC(C)CC(=O)NNC(=O)C(C)C	-10	·	-1.5	·	0.0	-2	-5	1
COc1cc(CN2CC(=O)N(c3cccc(Cl)c3C)C2=S)cc(OC)c1OC	9	-32	0.0	-3.0	0.0	2	5	-6
COc1ccc(N(CC(=O)NCCSC2CCCCC2)S(=O)(=O)c2ccccc2)c(OC)c1	-5	-39	·	0.4	0.2	-2	-1	-6
Cc1[nH]c2ccccc2c1/C=C/c1nc2ccccc2c(=O)[nH]1	9	3	·	-6.4	-0.1	2	0	-10
COc1ccc(C(=O)O)cc1S(=O)(=O)NCc1cccnc1	-1	9	0.4	-1.0	0.0	-6	11	-16
CCOc1ncccc1C(=O)N1CCN(S(=O)(=O)c2ccc3c(c2)OCCO3)CC1	8	5	-0.6	-2.4	-0.1	-2	2	-8
CC(=O)NS(=O)(=O)c1ccc(NC(=O)/C=C/c2ccccc2)cc1	17	26	·	-0.7	0.0	1	·	-13
C[C@@H]1CCCCO[C@@H](CN(C)C(=O)c2ccccc2)[C@@H](C)CN([C@H](C)CO)C(=O)c2cc(NC(=O)NC3CCCCC3)ccc2O1	-9	2	-0.2	2.7	0.1	0	4	9
CC(C)(C)OC(=O)NCCOC(=O)c1[nH]cnc1C(=O)NCc1ccccc1	?	-8	-0.2	-2.1	-0.4	1	-1	11
O=C(CCCCC(=O)Nc1ccc(F)cc1)Nc1ccc(F)cc1	13	-2	0.1	-0.9	0.0	-1	-10	5
COCCNC(=O)C[C@H]1C[C@H]2c3cc(NC(=O)c4ccc5c(c4)OCO5)ccc3O[C@H]2[C@@H](CO)O1	13	-1	0.6	-1.4	0.2	0	-14	3
O=C(C[C@@H]1CC[C@H]2[C@@H](COC[C@@H](O)CN2C(=O)c2cccnc2)O1)NCc1ccccc1	?	2	0.1	-2.2	0.2	2	10	-26
O=C(Nc1ccc(F)cc1)N[C@@H]1CC[C@@H](CCNC(=O)c2ccccc2F)O[C@H]1CO	11	2	0.5	-0.6	0.4	0	·	0
CCN(CCN(C)C)C(=O)Cn1ncc2c1-c1cc(C)ccc1OC2	-7	3	·	-0.6	0.4	-1	-30	-17
COc1ccc(CNCCC(c2ccccc2)c2ccc(OC(C)C)cc2)cc1OC (centres undefined)	1	-18	0.1	-0.1	-0.1	-5	5	-28
C[C@H](O)C#Cc1cnc2c(c1)C(=O)N([C@H](C)CO)C[C@H](C)[C@H](CN(C)Cc1ccc(-c3ccccc3)cc1)O2	8	10	-0.3	-3.7	-0.5	-2	-1	14
O=C1NC(=O)C2(CCCC2c2ccccc2)N1 (centres undefined)	2	·	0.2	-0.9	0.2	-3	-4	-4
COc1ccc(/C=C2\CN(Cc3ccccc3)C/C(=C\c3ccc(OC)c(O)c3)C2=O)cc1O	-5	-3	-0.2	-3.5	0.0	6	6	-13
CCC(=O)c1c(NC)cc(C)oc1=O	·	9	-3.5	-1.4	0.1	-4	·	-8
CCN(CC(=O)NCc1cccs1)C(=O)/C=C/c1ccc(OC)cc1OC	30*	-14	12	-4.3	0.0	-1	-2	-14
O=C(C[C@@H]1C=C[C@@H](NS(=O)(=O)c2cccc(F)c2)[C@@H](CO)O1)N1CCCCC1	5	-8	-0.4	2.2	0.0	0	-4	-8
COc1ccccc1/C=N/Nc1cc(C)nc2ccc(C)cc12	1	26	0.2	-2.2	0.1	-1	-1	-5
C=CC[C@@H](CC(=O)N[C@H](CO)Cc1ccccc1)C(=O)N[C@@H](COC(=O)[C@@H](CC=C)CC(=O)OC(C)(C)C)Cc1ccccc1	0	-16	0.2	-2.6	0.1	0	-9	1

Next compounds follow.
SMILES	DENV2 CPE	INS-1E GSIS act	E-selectin induc	F508del corr	XiGFP reactiv	CASP6 VEID inh	RAD54 branch	RAD52 inh
CCOC(=O)N1CCN(Cc2nc(N)nc(Nc3ccc(C)cc3C)n2)CC1	0	-19	·	0.6	0.6	0	·	-29
CC(C)CCNC(=O)C1CCCCN1S(=O)(=O)c1ccc(F)cc1 (centres undefined)	-5	8	·	5.0	·	-3	9	-9
CC1(NS(=O)(=O)c2ccc(Cl)s2)CCS(=O)(=O)C1 (centres undefined)	0	23	0.6	-1.9	0.0	0	-5	-10
COc1ccc2c(c1)[C@@H](NC(=O)c1ccncc1)[C@@H]1Cc3ccccc3[C@H]21	9	·	0.5	-5.8	0.2	1	·	-4
CC(=O)N1c2ccccc2S(=O)(=O)c2ccccc21	-5	3	-0.1	-1.1	0.0	-55	-2	-7
C[C@@H]1CCCCO[C@@H](CN(C)CC2CCCCC2)[C@@H](C)CN([C@H](C)CO)C(=O)c2cc(NS(=O)(=O)c3ccc(Cl)cc3)ccc2O1	63*!	-11	·	0.4&-2.0	0.1&0.2	1	5&-16	-20
COC(=O)CN1C(=O)[C@H]2[C@@H](c3ccc(C)o3)N3C(=O)CN(CCO)C(=O)[C@@]3(C)[C@H]2C1=O	-12	·	0.1	0.2	0.1	0	-5	-14

Record cards (already shown). Screens in order: DENV2 CPE	INS-1E GSIS act	E-selectin induc	F508del corr	XiGFP reactiv	CASP6 VEID inh	RAD54 branch	RAD52 inh
CC(C)CCNC(=O)C1CCCCN1S(=O)(=O)c1ccc(F)cc1 (centres undefined) is listed with -5	8	·	5.0	·	-3	9	-9
COc1ccc2c(c1)[C@@H](NC(=O)c1ccncc1)[C@@H]1Cc3ccccc3[C@H]21 is listed with 9	·	0.5	-5.8	0.2	1	·	-4
